esBAF inh: Bmi1 luciferase reporter increase in mESCs, primary screen, esBAF inhibitor project, mouse ES cells, Bmi1 luciferase knock-in, single point | 24 h; 100% = twice the neutral-well signal | reporter increase, % at 12.5 µM | 2% of 350,000 active; in the data active means activation above about 40%; inconclusive means no clear call, values can overlap the other calls;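 further: 0% = median of the plate's neutral control wells and 100% = double that signal; a rise in the Bmi1 reporter signal indicates esBAF inhibition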
ERp5 block: inhibitors of ERp5-driven insulin aggregation, primary screen, biochemical, turbidity, absorbance 650 nm, single point. Protein disulfide-isomerase A6 (Homo sapiens), Q15084. 90 min. inhibition, % at 9.99 µM. 0.05% of 350,000 active. AID 651711, 2012;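 active means mean replicate inhibition above about 25%, with every replicate also reaching it, limit read from the data, passing the limit was not always enough; inconclusive means only one of those two criteria met; inactive means neither criterion met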
Target sequence (Q15084 whole entry, looked up): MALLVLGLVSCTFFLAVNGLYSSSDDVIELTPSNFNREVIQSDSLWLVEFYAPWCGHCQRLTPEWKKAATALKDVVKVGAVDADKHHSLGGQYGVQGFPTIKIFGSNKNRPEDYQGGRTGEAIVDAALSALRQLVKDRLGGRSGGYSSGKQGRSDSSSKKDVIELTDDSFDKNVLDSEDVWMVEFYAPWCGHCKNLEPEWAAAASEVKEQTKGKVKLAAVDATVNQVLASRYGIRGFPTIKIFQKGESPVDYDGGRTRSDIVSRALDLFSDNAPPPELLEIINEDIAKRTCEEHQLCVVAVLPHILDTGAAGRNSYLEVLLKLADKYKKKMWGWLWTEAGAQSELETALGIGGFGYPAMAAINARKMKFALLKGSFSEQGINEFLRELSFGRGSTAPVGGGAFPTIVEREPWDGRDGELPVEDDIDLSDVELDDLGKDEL
Cneo AK release: Cryptococcus neoformans cell lysis inducers, primary screen, AK release luminescence, single concentration | C. neoformans lysis, adenylate kinase release luminescence, 4 h; normalised: neutral wells 0, clomiphene wells 100 | lysis activity, % at 15 µM | 0.2% of 360,000 active;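 active means mean lysis activity across replicates of at least 80%, whatever share of replicates individually reach that level; inactive means mean lysis activity below 80%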
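Material: C. neoformans cells | Amount: Yeast cell density of 5 × 10^6 cells/mL | Medium: Fresh YPD growth medium | Dosing: Single dose | Times: Static 4 h at 37 °C with compound, 1 h detection | Detection: AK luminescence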
Statin myotox sup: suppressors of statin myotoxicity in C2C12 myotubes, primary screen, cell-based, single point, plate reader; C2C12 myotubes + simvastatin, ATP luminescence, 48 h; scaled: DMSO 0, geranylgeraniol control 100; rescue of ATP level, % at 7.49 µM; 0.78% of 330,000 active;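 active means mean ATP rescue above about 67%, or every replicate alone reaching that limit, limit read from the data, passing the limit was not always enough; inconclusive means no clear call, values can overlap the other calls; inactive means mean under the limit and some replicate under it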;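 further: myotubes were challenged with 10 µM simvastatin during compound exposure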
miR-122 sensor: miR-122 Renilla sensor signal increase in Huh7, primary screen, miR-122 inhibitor project, cell-based, single point, plate reader | 0.3% of 340,000 active | activation (reporter increase), % at 12.5 µM | Huh7 miR-122 Renilla luciferase sensor, 48 h; neutral wells = 0, positive control = 100;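 active means mean replicate activation score at least 90 and every replicate individually at or above 90; inconclusive means only one of the two criteria met; inactive means neither criterion met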;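 further: higher luciferase means less miR-122 activity so hits act as miR-122 inhibitors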
ARNT-TACC3 inh: disruptors of ARNT/TACC3 protein interaction, primary screen, biochemical, AlphaScreen, single concentration; Transforming acidic coiled-coil-containing protein 3 (Homo sapiens), Q9Y6A5; AlphaScreen His-ARNT PAS-B/GST-TACC3 binding, luminescence; TACC3 fragment carries E629A point mutation; inhibition, % at 9.99 µM; 0.66% of 390,000 active; AID 623870, 2012;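 active means mean inhibition of replicates at least 50% and at least half of replicates each reaching 50%; inconclusive means half or more replicates reach 50% but mean below 50%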;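 further: 0% = complete ARNT plus TACC3 wells and 100% = ARNT alone without TACC3; many hits fall short of the cut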
SIRT5 block: SIRT5 desuccinylase inhibitors, primary screen, biochemical, fluorescence imaging, single point, set 5 | Purified SirT5, succinyl-peptide AMC, trypsin-coupled fluorescence | inhibition, % at 15 µM | 1.1% of 330,000 active | AID 652115, 2013; in the data active means inhibition above about 15%; inconclusive means no clear call, values can overlap the other calls
Target sequence (Q9NXA8 whole entry, looked up): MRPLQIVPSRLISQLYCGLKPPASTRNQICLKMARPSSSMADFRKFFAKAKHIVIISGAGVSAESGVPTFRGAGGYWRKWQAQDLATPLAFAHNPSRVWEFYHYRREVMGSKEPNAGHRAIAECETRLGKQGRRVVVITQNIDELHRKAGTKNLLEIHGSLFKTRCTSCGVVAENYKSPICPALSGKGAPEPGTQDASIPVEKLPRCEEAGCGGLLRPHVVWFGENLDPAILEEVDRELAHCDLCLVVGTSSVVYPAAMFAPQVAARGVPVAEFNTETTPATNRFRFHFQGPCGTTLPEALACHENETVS
An asterisk follows results filed as active; ? = inconclusive; · = not tested or not shown; & = joins results of further samples; [ ] = remark or other dose.

SMILES	esBAF inh	ERp5 block	Cneo AK release	Statin myotox sup	miR-122 sensor	ARNT-TACC3 inh	SIRT5 block
O=C(C[C@H]1CC[C@@H]2[C@H](COC[C@H](O)CN2Cc2ccc(Oc3ccccc3)cc2)O1)N1CCCCC1	-4.9	2.1	-3.8	22.1	-10.0[16.7 µM]	-3.6	-0.5
Cc1ccc2c(c1)N(Cc1ccc([N+](=O)[O-])cc1)C=NS2(=O)=O	-2.5	-0.6	3.6	0.0	-5.5	13.0	0.9
C[C@@H](NC(=O)C[C@@H]1C=C[C@H](NC(=O)C2CCOCC2)[C@H](CO)O1)c1ccccc1	-3.8	-1.4	53.3	1.5	·	-1.7	1.5
COc1ccc(-c2csc(NC(=O)COC(=O)c3ccco3)n2)cc1	·	0.0	0.8	·	-0.4	-1.4	-0.6
O=C(c1ccccc1)N1CCN(C2CCCCCC2)CC1	-0.8	·	1.5	-23.7	1.4	-1.6	·
C=Cc1cccc(NC(=O)c2ccc(NC(=O)c3ccco3)cc2)c1	14.4	2.1	1.0	2.8	·	1.9	-2.1
CCN(CC)S(=O)(=O)c1ccc(Cl)c(NC(=O)COc2ccc3c(C)cc(=O)oc3c2)c1	·	0.2	0.1	·	-5.8	-0.4	-4.7
C[C@@H]1CCCCO[C@@H](CN(C)C(=O)c2ccccc2)[C@@H](C)CN([C@H](C)CO)C(=O)c2cc(NC(=O)Cc3ccccc3)ccc2O1	-1.5	-6.5	-4.2	·	9.3[16.7 µM]	-14.1	-3.1
COc1ccc(Cl)cc1C(=O)NNC(=O)c1nc2nc(C)cc(C)n2n1	·	2.3	·	·	·	-1.8	-2.4
CCOCCn1c(=NC(=O)CSCC(=O)N2CCOCC2)sc2cc(OC)ccc21	1.6	5.0	2.0	-8.1	·	·	3.8
Oc1ccc(/C=N/N2CCN(Cc3ccccc3)CC2)cc1	3.9	-2.1	2.8	12.4	1.7	1.8	0.8
Cc1ccc(S(=O)(=O)N(C)c2ccc(C(=O)NC3CCCCC3)cc2)cc1	2.7	-6.2	8.3	-2.1	-6.5	·	·
CN1c2ccc(C#Cc3cccnc3)cc2[C@@H]2[C@@H](CCN2S(=O)(=O)c2cccc(F)c2)[C@@H]1CO	6.2	-2.8	45.3	-32.8	1.0[16.7 µM]	-2.3	7.6
O=[N+]([O-])c1ccc(/C=C/C2=NN(c3ccccc3)C(c3ccco3)C2)o1 (stereo not drawn)	·	1.8	·	·	·	-3.8	-1.3
O=C(Cc1c[nH]c2ccccc12)N1CCN(S(=O)(=O)c2cccc(Cl)c2Cl)CC1	13.3	3.0	0.8	12.4	0.4	3.9	-1.7
C[C@H](CO)N1C[C@H](C)[C@H](CN(C)S(=O)(=O)c2cccs2)OCCCC[C@H](C)Oc2ccc(NC(=O)Nc3ccc4c(c3)OCO4)cc2C1=O	-5.1	1.8	48.7	·	-11.2[16.7 µM]	-4.9	6.9
O=C(NC[C@H]1N[C@H](CO)[C@H]1c1ccc(-c2ccccc2F)cc1)c1ccccn1	-1.6	0.7	-1.2	-10.0	7.1[16.7 µM]	3.3	-1.8
O=C(C[C@H]1CC[C@@H]2[C@H](COC[C@@H](O)CN2Cc2ccccc2F)O1)NCc1ccccc1F	-5.0	2.8	-0.9	7.3	-7.7[16.7 µM]	-8.8	-2.4
Cc1cc(C)n(-c2ccc(C(=O)OCC(=O)Nc3cc(Cl)ccc3[N+](=O)[O-])cc2)n1	-7.7	·	4.8	-7.9	-1.5	1.5	·
O=S(=O)(c1ccc(N2CCOCC2)c(Cl)c1)N1CCOCC1	-0.6	1.1	-0.7	-9.3	-9.5	-3.1	-8.8
Cc1ccc(C(=O)Nc2cccc(C(F)(F)F)c2)cc1NC(=O)c1nccn1C	6.7&-0.1	2.5&-0.2	-1.0&6.1	-11.8&-25.9	1.1	-7.1	-3.5
CCOc1ccc(C(C(=O)NC2CCCC2)N(C(=O)c2snc(C(N)=O)c2N)C2CCCC2)cc1 (stereo not drawn)	6.4	-0.1	-0.4	3.6	3.4	-10.0	-0.4
C[C@@H](O)C#Cc1ccc2c(c1)O[C@H](CN(C)C(=O)Cc1ccccn1)[C@@H](C)CN([C@@H](C)CO)S2(=O)=O	2.8	-3.2	-3.0	-0.5	3.3[16.7 µM]	-1.9	-0.1
CCOc1cc(C)c(S(=O)(=O)NC2CCCCC2)cc1C	1.1	·	2.1	·	197.8*	·	·
CCCCOc1cccc(C2(C(=O)O)CCCC2)c1	-0.5	·	7.1	10.1	3.3	-8.3	·
(further entries)
SMILES	esBAF inh	ERp5 block	Cneo AK release	Statin myotox sup	miR-122 sensor	ARNT-TACC3 inh	SIRT5 block
COC(=O)CC1SC(=O)NC1=Nc1ccc(OC)cc1 (stereo not drawn)	0.9	·	0.0	8.7	3.7	-2.9	·
Cc1ccc(S(=O)(=O)NCCC(=O)N2CCC(C(N)=O)CC2)cc1C	-3.9	2.7	0.5	8.8	0.2	·	-0.4
COc1cc(/C=N/NC(=O)c2ccc(NC(=O)C3CC3)cc2)ccc1OC(C)=O	-1.1	-2.1	-0.1	7.0	-2.6	-4.7	-0.6
O=S(=O)(c1ccc(-c2cn3ccccc3n2)cc1)N1CCOCC1	12.7	·	1.1	-1.6	-8.9	-7.4	·
CN(C)C(=O)CCC(=O)N(C)CC1CCCN(CCc2ccc(F)cc2)C1 (stereo not drawn)	-5.7	6.2	-1.8	0.6	3.1	-8.5	-8.1
CCOc1ccc(NC(=O)Nc2cccnc2)cc1	·	0.8	·	·	·	-20.0	-0.7
O=C(N/N=C/c1ccccc1OC(=O)N1CCOCC1)c1cccs1	·	-0.2	·	·	·	14.1	10.5
CN1C(=O)c2cc(NC(=O)c3cnccn3)ccc2OC[C@H]2O[C@@H](CC(=O)NC3CCC3)CC[C@H]21	1.4	3.7	-1.7	10.0	32.5[16.7 µM]	-1.8	-2.5
O=C(c1ccc(S(=O)(=O)N2CCCCCC2)cc1)N1CCC(CN2C(=O)c3cccc4cccc(c34)C2=O)CC1	4.8	·	-2.1	6.0	-6.5	-5.3	·
CN1C(C(=O)NCc2ccco2)CC2Cn3c(nc4cc5ccccc5cc43)C21 (stereo not drawn)	7.9	-1.2	1.3	1.5	-7.5	3.1	·
O=C(COC(=O)/C=C/c1ccccc1Cl)NC(=O)NC1CCCC1	-6.4	0.6	0.7	-12.2	-9.1	3.5	0.3
CC(C)CC#Cc1ccc2c(c1)O[C@@H](CN(C)C(=O)Cc1ccccc1)[C@@H](C)CN([C@@H](C)CO)S2(=O)=O	6.8	-4.1	2.9	20.1	0.4[16.7 µM]	·	0.7
C[C@@H]1CN([C@@H](C)CO)C(=O)Cc2cc(NC(=O)Nc3cccc4ccccc34)ccc2O[C@@H]1CN(C)C(=O)Nc1ccc(F)cc1	2.1	1.3	0.9	-73.4	77.1[16.7 µM]	1.8	5.5
O=C(/C=C/c1ccc(Cl)cc1Cl)NCCN1CCOCC1	4.2	·	5.7	-2.8	-2.4	·	·
C[C@@H]1CN([C@@H](C)CO)C(=O)c2cc(/C=C/c3ccccc3)cnc2O[C@H]1CN(C)C	4.8	-0.6	1.7	17.2	-3.9[16.7 µM]	0.5	-12.1
COCC(=O)N(C)C[C@@H]1Oc2ncc(C#CC(C)(C)O)cc2C(=O)N([C@@H](C)CO)C[C@H]1C	0.8	0.5	-4.3	1.4	20.2[16.7 µM]	-2.8	1.0
COc1ccc(NC(=O)N2c3ccccc3CC2C)cc1OC (stereo not drawn)	11.0	·	3.0	-1.3	-7.9	-5.5	·
CN(C)S(=O)(=O)N(CC(=O)N1CCN(c2ccccc2F)CC1)c1ccccc1	-0.7	8.2	·	-1.3	·	-1.0	-3.7
O=C(C[C@H]1C=C[C@H](NS(=O)(=O)c2ccccc2)[C@H](CO)O1)NCc1ccncn1	-1.9	-2.3	2.3	1.4	·	·	4.6
CCC(=O)Nc1ccc2c(c1)C(=O)N(C)C[C@@H](OC)[C@H](C)CN(Cc1nccs1)[C@@H](C)CO2	0.7	·	·	-20.9	0.1[16.7 µM]	·	·
CCn1cc(C(=O)O)c(=O)c2cc(F)c(N3CCN(C(=S)Nc4ccc(OC)cc4)CC3)cc21	·	?	·	·	·	8.3	-2.2
CC(=O)c1ccc(N2CCN(C(=O)COc3ccccc3F)CC2)c(F)c1	7.7	·	1.1	15.6	-5.9	0.6	·
O=[N+]([O-])c1ccccc1Nc1nc(-c2cccnc2)cs1	34.2	1.9	-1.5	-35.5	-3.6	0.7	-4.4
O=C(CC1S/C(=N/N=C2CCCCCC2)NC1=O)Nc1ccccc1C(F)(F)F (stereo not drawn)	-4.4	0.0	0.8	4.9	0.9	2.4	-1.5
COCC(=O)Nc1ccc2c(c1)[C@@H]1C[C@H](CC(=O)N[C@@H](C)c3ccccc3)O[C@H](CO)[C@@H]1O2	-4.2	-2.7	-2.1	-5.0	3.0[16.7 µM]	·	-2.2

A run of entries taken from the entries so far, as a working copy:
SMILES	esBAF inh	ERp5 block	Cneo AK release	Statin myotox sup	miR-122 sensor	ARNT-TACC3 inh	SIRT5 block
CCC(=O)Nc1ccc2c(c1)C(=O)N(C)C[C@@H](OC)[C@H](C)CN(Cc1nccs1)[C@@H](C)CO2	0.7	·	·	-20.9	0.1[16.7 µM]	·	·
CCn1cc(C(=O)O)c(=O)c2cc(F)c(N3CCN(C(=S)Nc4ccc(OC)cc4)CC3)cc21	·	?	·	·	·	8.3	-2.2
CC(=O)c1ccc(N2CCN(C(=O)COc3ccccc3F)CC2)c(F)c1	7.7	·	1.1	15.6	-5.9	0.6	·
O=[N+]([O-])c1ccccc1Nc1nc(-c2cccnc2)cs1	34.2	1.9	-1.5	-35.5	-3.6	0.7	-4.4
O=C(CC1S/C(=N/N=C2CCCCCC2)NC1=O)Nc1ccccc1C(F)(F)F (stereo not drawn)	-4.4	0.0	0.8	4.9	0.9	2.4	-1.5
COCC(=O)Nc1ccc2c(c1)[C@@H]1C[C@H](CC(=O)N[C@@H](C)c3ccccc3)O[C@H](CO)[C@@H]1O2	-4.2	-2.7	-2.1	-5.0	3.0[16.7 µM]	·	-2.2

Remaining list, next part.
SMILES	esBAF inh	ERp5 block	Cneo AK release	Statin myotox sup	miR-122 sensor	ARNT-TACC3 inh	SIRT5 block
COc1ccc(NC(=O)Nc2ccc3c(c2)CC(=O)N([C@H](C)CO)C[C@@H](C)[C@@H](CN(C)S(=O)(=O)c2ccc(Cl)cc2)O3)cc1	4.3	1.9	·	-6.8	3.0[16.7 µM]	·	3.8
O=C(COC(=O)c1n[nH]c(=O)c2ccccc12)NC1CCCCC1	-7.0	2.8	0.4	-5.7	·	·	-0.2
Cc1ccc(NC(=O)COC(=O)CCn2c(C)csc2=O)c([N+](=O)[O-])c1	·	-2.1	·	·	-1.4	1.0	1.0
O=C(c1ccc(S(=O)(=O)NCc2ccco2)cc1)N1CCCC(C(F)(F)F)C1 (stereo not drawn)	-5.4	3.4	1.6	1.5	·	-3.5	-0.3
COc1ccc2c(c1OC)C(=O)OC2Nn1cncn1 (stereo not drawn)	1.6	·	0.6	-4.4	3.6	-7.3	·
COc1ccc(C(C(=O)NC(C)(C)C)N(C(=O)Cn2nnc3ccccc32)c2ccc(C(C)=O)cc2)cc1O (stereo not drawn)	3.1	-5.6	1.5	-10.4	-3.2	-7.1	-5.4
COc1ccc(CN(C)C[C@@H]2OCCCC[C@H](C)Oc3ccc(NS(=O)(=O)c4ccc(Cl)cc4)cc3C(=O)N([C@H](C)CO)C[C@@H]2C)cc1	-3.9	-8.8	0.3	·	-4.3[16.7 µM]	6.8	6.1
c1ccc2sc(NC3=NCN(CCN4CCOCC4)CN3)nc2c1	·	-2.4	·	·	·	1.9	-1.1
CCOc1ccccc1N(CC(=O)NCc1ccncc1)S(=O)(=O)c1ccccc1	-5.7	5.3	0.4	-6.5	·	-6.6	6.9
